# Screens (PubChem)
# LDHA block: qHTS assay for inhibitors of human lactate dehydrogenase; L-lactate dehydrogenase A chain (Homo sapiens), P00338; purified LDHA, NADH/diaphorase-resazurin fluorescence; stronger effect = lower value; activity change, % (values are at about 110 or 230 µM); 0.15% of 480,000 active; AID 1347041, 2019; in the data active = activity change below about -30%; inconclusive = mostly about -25% to -30%;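 also: plate controls were DMSO wells for no effect and wells without enzyme for full effect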
#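 Human LDH5 (2 nM) was incubated with 0.06 mM NADH and 0.2 mM pyruvate for 5 min at room temperature in Tris pH 7.4. Remaining NADH was coupled through diaphorase/resazurin, and resorufin fluorescence was read at 0 and 20 min.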
# RGS4 inhibitor: Inhibitors of Regulator of G Protein Signaling (RGS) 4: qHTS; Potency, µM (top dose mostly 114 µM), for inactives: at the top dose activity change, negative = inhibition, usual class: inhibitors; Transcreener GDP fluorescence polarization, RGS4-accelerated GTP hydrolysis; Regulator of G-protein signaling 4 (Homo sapiens), P49798; AID 504845, 2011; 0.039% of 390,000 active; also: potency is read from the fitted curve at half-maximal effect; % is scaled to controls: 0 for no effect and ±100 for the full control effect; nearly all actives have a fitted effect of over 75% in size; some results filed as inactive show a strong effect at the top dose
#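 MLSMR compounds (23 nl, pin-transferred) preincubated 10 min at room temperature with a 500nM (2x) first reagent, then RGS4 at 900nM (2x) plus Transcreener GDP mix added; fluorescence polarization (620/688 nm) read before and after 90 min at 30 °C.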
# D2 agonist: HTS Assay for Allosteric Agonists of the Human D2 Dopamine Receptor: Primary Screen for Agonists | D(2) dopamine receptor (Homo sapiens), P14416 | HEK293 T-REx D2 cells, calcium flux agonist mode | activation, % at 2 µM | 0.53% of 340,000 active | AID 485358, 2010;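 active = activation over 3 SD above normal in the single-dose calcium agonist read, cut at about 30% in these data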; also: 0% is about no effect
# Target sequence (P14416 whole entry, looked up): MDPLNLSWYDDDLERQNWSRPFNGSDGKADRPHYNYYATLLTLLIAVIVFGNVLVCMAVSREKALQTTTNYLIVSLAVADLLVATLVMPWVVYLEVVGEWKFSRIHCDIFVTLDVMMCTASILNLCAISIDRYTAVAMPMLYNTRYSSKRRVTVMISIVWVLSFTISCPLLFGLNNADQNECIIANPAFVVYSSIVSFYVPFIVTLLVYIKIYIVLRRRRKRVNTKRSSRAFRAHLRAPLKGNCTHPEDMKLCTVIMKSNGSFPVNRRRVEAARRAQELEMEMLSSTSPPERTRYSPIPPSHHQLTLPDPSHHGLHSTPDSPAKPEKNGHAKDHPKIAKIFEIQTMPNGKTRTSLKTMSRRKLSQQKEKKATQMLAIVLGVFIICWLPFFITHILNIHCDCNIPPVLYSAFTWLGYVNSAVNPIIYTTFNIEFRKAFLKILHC
#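 Calcium-flux readout, 1 cycle/sec over 180 s following compound pin transfer, in inducible HEK293 Trex D2 cells (force-coupled); dopamine controls included. Positive calcium responses during this window marked compounds as potential agonists.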
# ALOX12 inh: Primary qHTS assay for inhibitors of human arachidonate 12S-lipoxygenase (ALOX12): Round 2. purified 12hLO, xylenol orange hydroperoxide absorbance. Potency, µM (highest dose often 108 µM), for inactives: at the top dose activity change, negative = inhibition, most hits filed as inhibitors. 1.1% of 580,000 active. Polyunsaturated fatty acid lipoxygenase ALOX12 (Homo sapiens), P18054; also: potency is read from the fitted curve at half-maximal effect; % is scaled to controls: 0 for no effect and ±100 for the full control effect
# Target sequence (P18054 whole entry, looked up): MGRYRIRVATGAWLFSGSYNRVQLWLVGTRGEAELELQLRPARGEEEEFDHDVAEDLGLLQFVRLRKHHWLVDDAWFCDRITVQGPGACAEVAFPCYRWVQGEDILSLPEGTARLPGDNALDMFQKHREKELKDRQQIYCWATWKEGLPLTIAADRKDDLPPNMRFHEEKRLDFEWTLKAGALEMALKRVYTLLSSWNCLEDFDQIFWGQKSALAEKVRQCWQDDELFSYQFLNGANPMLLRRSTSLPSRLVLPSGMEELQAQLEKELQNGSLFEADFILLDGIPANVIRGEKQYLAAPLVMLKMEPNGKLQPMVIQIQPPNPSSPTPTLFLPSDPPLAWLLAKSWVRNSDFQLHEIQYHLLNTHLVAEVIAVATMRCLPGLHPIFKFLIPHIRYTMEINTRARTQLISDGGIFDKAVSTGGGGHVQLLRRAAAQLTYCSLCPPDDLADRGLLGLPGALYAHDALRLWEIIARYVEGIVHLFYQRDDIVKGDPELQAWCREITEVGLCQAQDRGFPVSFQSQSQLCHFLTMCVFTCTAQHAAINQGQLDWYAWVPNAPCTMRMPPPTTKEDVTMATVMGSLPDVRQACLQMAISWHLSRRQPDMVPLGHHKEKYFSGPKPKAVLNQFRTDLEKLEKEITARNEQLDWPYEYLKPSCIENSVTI
#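 Purified human 12hLO at 150 nM in 25 mM Hepes, 0.01% Triton X-100, pH 7.0, preincubated 15 min at room temperature with compound. Reaction started with 40 uM arachidonic acid, 30 min at room temperature. Hydroperoxide measured by Fe-xylenol orange, 573/405 nm absorbance ratio.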
# D2 antag: HTS Assay for Allosteric Antagonists of the Human D2 Dopamine Receptor: Primary Screen for Antagonists | D(2) dopamine receptor (Homo sapiens), P14416 | HEK293 TREx D2 cells, calcium flux, dopamine EC80 | inhibition, % at 10 µM | 2% of 340,000 active; in the data active = inhibition above about 30%; also: 0% is about no effect
#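 In this primary screen, negative modulation is detected by tracking calcium flux after an EC80 dopamine challenge in inducible HEK293 T-REx D2 cells preexposed to test compound for 180 s.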
# Vif-A3G inh: qHTS for Inhibitors of Vif-A3G Interactions: qHTS | DNA dC->dU-editing enzyme APOBEC-3G (Homo sapiens), Q9HC16 | HeLa A3G-eYFP + Vif (tagged APOBEC3G with the HIV-1 protein that degrades it), YFP fluorescence, overnight | Potency, µM (titrated, usually from 46.1 µM), without a hit: at the top dose activity, negative = active, hits mostly inhibitors | 0.076% of 410,000 active;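 also: potency is read from the fitted curve at half-maximal effect; % is scaled to controls: 0 for no effect and ±100 for the full control effect; nearly all actives have a fitted effect of over 60% in size; hits raise eYFP signal because A3G escapes Vif-driven loss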
#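 HeLa cells stably expressing Vif and C-terminally eYFP-tagged A3G, seeded overnight at 37 deg C, then exposed to compound by pintool overnight at 37 deg C. Rise in yellow fluorescence (Ex 488/Em 500-530, Acumen) marks blocked Vif-driven A3G degradation.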
# ERG-DNA inh: qHTS for Small Molecule Inhibitors of the ERG Ets/DNA interaction; fluorescence polarization, His-ERG Ets domain / labelled DNA; 0.028% of 370,000 active; Potency, µM (titrated, usually from 76.9 µM), for the others: at the highest dose FP activity, negative = inhibition, usual class: inhibitors; AID 624246, 2012; active = well fitted inhibition curve with a large enough effect in the polarisation, with a control signal flat; inconclusive = small, poorly fitted or top-dose-only effect, or effect the other way, or a change in a side signal; inactive = no such curve, though single readings can be large or run the other way; the % refers to the polarisation;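 also: polarization taken with two DNA probes labelled with fluorescein and Texas red; potency is read from the fitted curve at half-maximal effect; % of control where 0% means no effect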
#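 His-tagged ERG Ets domain (1 uM in the protein solution; 300mM KCl, 50mM Tris-HCl, 1mM EDTA, 1mM DTT, pH 7.5) received compound, then a probe mix of 5 nM fluorescein-DNA and 100nM Texas-615-DNA. Fluorescence polarization was read for both dyes.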
# Glioma ERSR ind: qHTS for Inducers of the Endoplasmic Reticulum Stress Response (ERSR) in Human Glioma: qHTS | U87-MG GRP78 promoter luciferase reporter, 16 h | Potency, µM, inactives show top-dose activation, usual class: activators | 0.02% of 420,000 active | AID 602332, 2012; also: potency is read from the fitted curve at half-maximal effect; series mostly up to about 76 µM; % of control where 0% means no effect; nearly all actives have a fitted effect of over 35% in size
#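 Stably transfected U87-MG glioma cells carrying a GRP78-based luciferase sensor; 16 h compound incubation. Luminescence end-point read 10 min after Bright-Glo addition at room temperature.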
# Vif-A3F inh: qHTS for Inhibitors of Vif-A3F Interactions: qHTS. HeLa A3F-eYFP + Vif (tagged APOBEC3F with the HIV-1 protein that degrades it), YFP fluorescence increase. Potency, µM (series often up to 46.1 µM), for inactives: at the highest dose activity, negative = active. 0.2% of 390,000 active. AID 602313, 2012; also: potency is read from the fitted curve at half-maximal effect; % of control where 0% means no effect; nearly all actives have a fitted effect of over 65% in size
#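 HeLa cells stably expressing A3F-eYFP plus Vif, plated and incubated overnight at 37 deg C, then exposed to compounds overnight at 37 deg C. Blocked degradation read as raised yellow fluorescence (Ex 488/Em 500-530).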
# * hit, by the source's call; ? = inconclusive; · = not tested or not shown; [ ] = another dose, or the depositor's remark. Unless noted, calls follow the shape of the dose curve; as a rule, active = well fitted curve in the direction sought with a large enough effect; inconclusive = small, poorly fitted or top-dose-only effect, or another doubt; inactive = no such curve, though single readings can be large; an effect the other way counts as inactive or inconclusive. Not all compounds are listed (hit frequency here may not be typical).
cpd	Molecule	Glioma ERSR ind	ERG-DNA inh	RGS4 inhibitor	ALOX12 inh	LDHA block	D2 agonist	Vif-A3F inh	D2 antag	Vif-A3G inh
1	CCOc1ccccc1C(=O)OCC(=O)Nc1cc(Cl)ccc1Oc1ccccc1	0%	-11%	0%[11.4 µM]	-3%	-1	2.3	0%	-2	-3%
2	Nc1cnc(-c2ccccc2)nc1Cl	4%	3%	1%	-11%	0	-0.4	3%	13	0%
3	CC(C)(C)c1cc(C(=O)N2CCc3ccccc32)ccn1	2%	3%	5%	9%	4	0.2	-2%	-13	-7%
4	COc1ccc(OCC(=O)NNC(=O)Nc2cccc(Cl)c2)cc1	-5%	-11%	-36%	·	-8	-0.1	7%	5	3%
5	Cc1c(Br)c([N+](=O)[O-])nn1CC(=O)NCc1ccco1	-4%	3%	4%	-12%	-5	-0.6	-2%	-4	1%
6	CC(=O)Nc1ccc(-c2nnc(SCC(=O)n3c4c(c5ccccc53)CCCC4)n2C)cc1	-4%	-5%	?	11%	5	-0.2	-18%	0	-2%
7	CCOc1ccc(CNc2cccc(SC)c2)cc1	1%	-14%	-1%	-21%	-6	0.1	?	-3	0%
8	O=C(c1cccc2c1C(=O)N(Cc1cccnc1)C2)N1CCN(c2ccccc2)CC1	0%	-14%	-2%	-9%	-11	0.6	-24%	3	1%
9	Cc1ccc(C(=O)Nc2ccc(N3CCOCC3)nc2N2CCOCC2)cc1	-3%	-4%	-30%	105%[activator]	15	-0.1	-8%	-2	0%
10	COc1cccc(N(C(=O)c2snc(C(N)=O)c2N)C(C(=O)NCC2CCCO2)c2cccs2)c1 (configuration not stated)	-1%	3%	-16%	7%	-3	0.2	1%	-4	-10%

# Arranged by SMILES length (low to high): 7 of the compounds above.
cpd	Molecule	Glioma ERSR ind	ERG-DNA inh	RGS4 inhibitor	ALOX12 inh	LDHA block	D2 agonist	Vif-A3F inh	D2 antag	Vif-A3G inh
2	Nc1cnc(-c2ccccc2)nc1Cl	4%	3%	1%	-11%	0	-0.4	3%	13	0%
7	CCOc1ccc(CNc2cccc(SC)c2)cc1	1%	-14%	-1%	-21%	-6	0.1	?	-3	0%
5	Cc1c(Br)c([N+](=O)[O-])nn1CC(=O)NCc1ccco1	-4%	3%	4%	-12%	-5	-0.6	-2%	-4	1%
9	Cc1ccc(C(=O)Nc2ccc(N3CCOCC3)nc2N2CCOCC2)cc1	-3%	-4%	-30%	105%[activator]	15	-0.1	-8%	-2	0%
1	CCOc1ccccc1C(=O)OCC(=O)Nc1cc(Cl)ccc1Oc1ccccc1	0%	-11%	0%[11.4 µM]	-3%	-1	2.3	0%	-2	-3%
8	O=C(c1cccc2c1C(=O)N(Cc1cccnc1)C2)N1CCN(c2ccccc2)CC1	0%	-14%	-2%	-9%	-11	0.6	-24%	3	1%
6	CC(=O)Nc1ccc(-c2nnc(SCC(=O)n3c4c(c5ccccc53)CCCC4)n2C)cc1	-4%	-5%	?	11%	5	-0.2	-18%	0	-2%

# Next results:
cpd	Molecule	Glioma ERSR ind	ERG-DNA inh	RGS4 inhibitor	ALOX12 inh	LDHA block	D2 agonist	Vif-A3F inh	D2 antag	Vif-A3G inh
11	CCCCN(CC)CCCNC(=O)c1sc2nc(C)cc(C)c2c1-n1cccc1	-4%	13%	-22%	-21%	0	-1.5	2%	·	0%
12	COc1ccc(-c2ccc3c(c2)C2CC3CCN2)cc1 (configuration not stated)	0%	0%	-32%	?	-2	·	-6%	·	2%
13	O=C(Nc1ccc(Cl)cn1)c1cc(S(=O)(=O)N2CCCCC2)ccc1Cl	-8%	8%	-6%[11.4 µM]	0%	-4	0.2	4%	-17	1%
14	Cc1ccccc1CSc1nc(C(C)(C)C)cc(=O)[nH]1	-4%	-4%	7%	3%	-11	-0.9	0%	17	1%
15	CCN(C(=O)c1cc2cc(OC)ccc2oc1=O)c1cccc(C)c1	-6%	-11%	14%	17%	1	0.2	-13%	-16	-1%
16	CCCc1noc(-c2ccc(N3CCCCC3)c([N+](=O)[O-])c2)n1	1%	-3%	15%	-15%	-1	0.5	11%	·	2%
17	Nc1nonc1-n1nnc(C(=O)N/N=C/c2ccncc2)c1CSc1ccccc1	-5%	-10%	12%[56.9 µM]	14%	-6	0.0	3%	2	0%
18	CN(C)C(CNC(=O)CCNC(=O)c1ccccc1Cl)c1ccco1 (configuration not stated)	-2%	-14%	-12%	1%	0	-0.5	4%	0	2%
19	Oc1ccc(-c2cnns2)c(O)c1	-6%	3%	-11%	?	29	-0.5	-8%	12	0%
20	Cn1nnnc1SCC(=O)Nc1ccccc1N1CCOCC1	-4%	1%	-16%[11.4 µM]	0%	1	0.3	-3%	10	-12%

# Look-ups from above.
# Glioma ERSR ind with no. 14 = -4%
# Glioma ERSR ind with no. 11 = -4%

# The list goes on:
cpd	Molecule	Glioma ERSR ind	ERG-DNA inh	RGS4 inhibitor	ALOX12 inh	LDHA block	D2 agonist	Vif-A3F inh	D2 antag	Vif-A3G inh
21	COc1ccccc1CNC(=O)c1ccc(CNc2c(N3CCCC3)c(=O)c2=O)cc1	-2%	-2%	4%	8%[57.4 µM]	-7	-2.5	1%	-6	2%
22	CCCCN(CCCC)CCCNC(=O)c1cc(-c2ccc(Cl)s2)nc2ccccc12	-4%	0%	-19%	?	4	0.1	-1%	·	5%
23	COC(=O)C1CCN(S(=O)(=O)CCNC(=O)c2ccc(F)cc2)CC1	-2%	5%	-2%	7%	1	-0.3	-13%	-7	1%
24	CCOc1ccc(C(C)=O)cc1CN1C(=O)NC(C)(C2CC2)C1=O (configuration not stated)	-1%	5%	26%	0%	-1	1.1	-11%	5	0%
25	CCOc1cc(N2CCOCC2)c(OCC)cc1NC(=O)c1ccc(C)cc1	1%	-7%	-1%	-2%	3	-0.4	-3%	7	3%
26	COc1ccccc1-n1ccnc1SCC(=O)NC1CCCC1	-7%	3%	-3%	-11%	-7	-0.1	-7%	-1	1%
27	Cn1cnnc1SCc1cccc(Br)c1	-6%	2%	22%	-20%	-2	0.1	7%	-8	0%
28	CCCCN1C=CC(=C2C(=O)c3ccccc3C2=O)C=C1	-15%	10%	9%	-5%	-7	-1.8	-12%	20	-6%
29	Clc1ccc(-c2nnc(SCc3ccon3)o2)c(Cl)c1	-3%	13%	8%	12%	-7	2.9	-4%	-14	2%
30	c1ccc(-c2cn(-c3ccccc3)c3ncnc(NCCCN4CCOCC4)c23)cc1	-5%	-3%	3%	0%	-9	-0.2	-16%	21	-1%
31	CCc1cc2c(N3CCN(c4nnc(CC)s4)CC3)ncnc2s1	-2%	9%	24%[11.4 µM]	·	-8	-1.2	-1%	14	-1%
32	Cc1ccc(OCC(=O)Nc2c3c(nn2C(C)(C)C)CS(=O)(=O)C3)cc1	-4%	-7%	13%	0%	17	0.2	6%	4	-4%
33	COc1ccc(NC(=O)CSc2nnc(NC(=O)c3ccccc3C(=O)O)s2)cc1	0%	-5%	?	?	0	0.0	9%	18	-1%
34	O=C(CCCN1C(=O)c2ccccc2C1=O)NCCC1=CCCCC1	0%	-13%	33%	7%	-11	0.2	-16%	-9	6%
35	C/C=C/c1ccc(OCCn2cncn2)c(OC)c1	-7%	-5%	-4%	?	?	0.9	7%	-6	2%
36	CCC(=O)n1nc(-c2ccc(Cl)cc2)nc1N	1%	4%	-2%	-3%	-2	0.5	-2%	6	2%
37	CC(=O)c1nn(-c2cccc(Br)c2)cc1C(=O)c1ccc2ccccc2c1	-5%	9%	-29%	1%	-6	0.2	-5%	-14	1%
38	O=C(CCc1nc(-c2ccccc2F)no1)NCCc1ccccc1Cl	-3%	-1%	-15%	-2%	-2	·	-4%	·	-4%
39	CC(=O)N(c1nc(CCl)cs1)c1c(C)cc(C)cc1C	-1%	16%	6%	4%	-6	·	2%	·	-10%
40	Cc1ccc(N2CCN(C(=O)C3CCN(c4ncnc5c4nc4n5CCCCC4)CC3)CC2)c(C)c1	-2%	-4%	-6%	-21%	-5	-2.0	1%	·	6%
41	CN(C(=O)COc1ncnc2sccc12)c1ccccc1	-1%	-7%	-2%	8%	0	1.0	0%	-13	1%
42	CC(=O)Nc1nnc(/C=C/c2cccc([N+](=O)[O-])c2)s1	-3%	-5%	8%	19%	-8	0.9	5%	-5	0%
43	Cc1nc2ccc(S(=O)(=O)NCC(=O)N3CCN(c4ccccn4)CC3)cc2s1	-3%	0%	19%	347%[activator]	-8	-0.2	0%	1	7%
